High-throughput results (PubChem)
TRHR PAM: allosteric enhancers of human TRH receptor; P34981; enhancement, % at 2 µM; 360,000 compounds, 0.66% hits; AID 493056; TRHR cells, fluo-8 calcium fluorescence, EC20 TRH enhancement; in the data active = enhancement above about 30%; also: 0% is about no effect
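TRHR-expressing cells loaded with fluo-8 calcium dye were read kinetically (ex 480/em 530) during compound addition, then stimulated with an EC20 of TRH (10 nM final). Enhancement of the Gq-mediated intracellular calcium response was scored.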
TrxR1 inh: blocks rat thioredoxin reductase 1; O89049; Potency, µM (highest dose often 114 µM), without a hit: at the highest dose activity change, negative = inhibition, hits mostly inhibitors; recombinant rTrxR1, NADPH fluorescence consumption, selenite substrate; 390,000 compounds, 1% hits; also: potency is read from the fitted curve at half-maximal effect; % is scaled to controls: 0 for no effect and ±100 for the full control effect; nearly all actives have a fitted effect of over 65% in size
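Rat TrxR1 (90 nM in the dispensed reagent) was pre-reduced with 400 uM NADPH for 5 min at room temperature, then incubated with compound for 15 min. After 400 uM selenite was added, NADPH fluorescence (Ex 340/Em 450 nm) was followed for 8 min.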
IDH1 R132H inh: inhibitors of human mutant IDH1 R132H; O75874; IDH1-R132H enzyme, NADPH consumption, diaphorase/resazurin fluorescence; Potency, µM (titrated, usually from 76.6 µM), without a hit: top-dose activity change, negative = inhibition, hits mostly inhibitors; 390,000 compounds, 0.093% hits; AID 602179; also: potency is read from the fitted curve at half-maximal effect; % is scaled to controls: 0 for no effect and ±100 for the full control effect; nearly all actives have a fitted effect of over 65% in size
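IDH1-R132H (0.5 ug/mL dispensed) in pH 7.5 Tris buffer was preincubated 30 min with compound, then given a substrate mix of 0.016 mM NADPH and 2 mM alpha-KG for 80 min at room temperature; remaining NADPH was read by diaphorase/resazurin fluorescence.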
D2 antag: antagonizes the human D2 dopamine receptor; P14416; HEK293 TREx D2 cells, calcium flux, dopamine EC80; 340,000 compounds, 2% hits; inhibition, % at 10 µM; AID 485344; in the data active = inhibition above about 30%; also: 0% is about no effect
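Dopamine at EC80 is the agonist stimulus; test compounds precede it by 180 s. Calcium flux read kinetically in a force-coupled, inducible HEK293 T-REx D2 cell line.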
PI4K2A block: PI4K2A (human) kinase inhibition | activity change, negative = inhibition, % at 76.9 µM | AID 1346378 | purified PI4K2A, ADP-Glo luminescence, 1 h; hits give low values | 420,000 compounds, 0.13% hits | Q9BTU6; in the data active = activity change below about -50%; inconclusive = mostly about -30% to -49%;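 also: -100% = wells without enzyme as full effect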
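PI4K2A activity was measured by ADP-Glo luminescence: enzyme (4 ug/mL stock) and phosphatidylinositol (1.2 mM stock) in Tris pH 7.5/MgCl2/EGTA/Triton X-100 buffer were reacted with ATP (300 microM stock) for one hour at ambient temperature.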
TrxR1 substrate: is turned over as a substrate by rat TrxR1 | purified TrxR1 substrate turnover, NADPH consumption readout | Potency, µM (highest dose often 114 µM), for the others: top-dose activity change, negative = substrate turnover | 390,000 compounds, 0.01% hits; also: potency is read from the fitted curve at half-maximal effect; % is scaled to controls: 0 for no effect and ±100 for the full control effect; nearly all actives have a fitted effect of over 50% in size
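Rat TrxR1, dispensed at 90 nM, was prereduced with 400 uM NADPH (final) for 5 min at ~22 deg C, then incubated with compound 15 min before 400 uM selenite. A first-read NADPH fluorescence drop versus no-compound background flagged substrates.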
TRHR agonist: TRH receptor (human) agonism. P34981. TRHR cells, calcium flux fluo-8, FDSS agonist mode. activation, % at 2 µM. 360,000 compounds, 0.18% hits. AID 493084; in the data active = activation above about 30%; also: 0% is about no effect
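TRHR-expressing cells loaded with fluo-8 calcium dye; 23 nL library compound pin-transferred, kinetic FDSS fluorescence (Ex 480/Em 530) recorded about 180 s for agonist-induced calcium release, before a 10 nM TRH EC20 addition for potentiator mode.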
D2 ag: agonists of human D2 dopamine receptor | P14416 | HEK293 T-REx D2 cells, calcium flux agonist mode | activation, % at 2 µM | 340,000 compounds, 0.53% hits;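 active = activation over 3 SD above normal in the single-dose calcium agonist read, cut at about 30% in these data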; also: 0% is about no effect
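HEK293 Trex D2 cells, tetracycline-induced, o/n 30 C 5% CO2; no-wash Ca dye, RT 30–90 min; 10-cycle baseline, 23 nl cpd added, kinetic Ca read 180 s; agonist hits = positive Ca response.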
USP1-UAF1 inh: blocks the human USP1/UAF1 deubiquitinase complex; 390,000 compounds, 0.23% hits; recombinant USP1/UAF1, Ub-Rhodamine cleavage fluorescence; Potency, µM (top dose mostly 57.1 µM), without a hit: at the top dose activity change, negative = inhibition, most hits filed as inhibitors; O94782; also: potency is read from the fitted curve at half-maximal effect; % is scaled to controls: 0 for no effect and ±100 for the full control effect; nearly all actives have a fitted effect of over 60% in size; inactives centre near -12
Target sequence (O94782 whole entry, looked up): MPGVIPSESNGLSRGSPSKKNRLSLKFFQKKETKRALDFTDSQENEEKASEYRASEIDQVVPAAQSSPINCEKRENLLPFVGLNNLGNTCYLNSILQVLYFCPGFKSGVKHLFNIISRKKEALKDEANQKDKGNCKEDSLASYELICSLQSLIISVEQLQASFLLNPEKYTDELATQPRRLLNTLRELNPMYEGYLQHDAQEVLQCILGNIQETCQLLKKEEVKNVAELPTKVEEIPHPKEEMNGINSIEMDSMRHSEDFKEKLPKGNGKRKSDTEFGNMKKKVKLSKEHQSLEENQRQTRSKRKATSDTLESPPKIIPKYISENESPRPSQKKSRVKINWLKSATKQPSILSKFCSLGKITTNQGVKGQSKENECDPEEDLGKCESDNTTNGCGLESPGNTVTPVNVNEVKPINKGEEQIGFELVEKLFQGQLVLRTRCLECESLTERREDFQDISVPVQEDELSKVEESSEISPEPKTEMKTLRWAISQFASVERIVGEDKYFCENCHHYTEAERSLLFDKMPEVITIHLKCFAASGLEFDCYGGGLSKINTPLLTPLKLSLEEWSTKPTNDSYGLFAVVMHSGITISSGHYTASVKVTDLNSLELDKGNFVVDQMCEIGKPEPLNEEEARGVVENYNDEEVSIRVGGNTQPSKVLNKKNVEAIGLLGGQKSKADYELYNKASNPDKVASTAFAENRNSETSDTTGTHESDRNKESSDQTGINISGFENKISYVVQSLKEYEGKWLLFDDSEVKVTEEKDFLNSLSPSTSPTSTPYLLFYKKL
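Step one: compound is pinned into 1nM USP1/UAF1 in HEPES pH 7.8 buffer with TCEP. Step two: 15 min room-temperature incubation. Step three: Ub-Rho (150nM final) starts cleavage, tracked by fluorescence over six one-minute reads.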
Active calls of the source: *; ? = inconclusive; / = not tested or not shown; [ ] = another dose, or the depositor's remark. Unless noted, calls follow the shape of the dose curve; as a rule, active = well fitted inhibition curve with a large enough effect; inconclusive = small, poorly fitted or top-dose-only effect; inactive = no such curve, though single readings can be large or run the other way. Outcome played no part in choosing rows (roughly 3.9% active in at least one column).

SMILES | TRHR PAM | TrxR1 inh | IDH1 R132H inh | D2 antag | PI4K2A block | TrxR1 substrate | TRHR agonist | D2 ag | USP1-UAF1 inh
CCOC(=O)N1CCN(Cc2nc3cc(NC(=O)c4cccs4)ccc3n2CC)CC1 | 1 | 12% | -2% | -6 | -1 | -2% | 0.1 | 0.9 | -25%
COc1cc(C(=O)NCCOc2ccccc2C)c(Br)c(OC)c1OC | -3 | 5% | 8% | -16 | -6 | -1% | 0.3 | -0.2 | -23%
CCOC(=O)N1CCC(N2Cc3cccc(C(=O)Nc4ccc(OCC)cc4)c3C2=O)CC1 | 1 | 13% | -1% | -10 | 0 | -4% | 0.0 | -0.2 | -28%
Cc1c(C(=O)OC2CCCCCC2)[nH]c2c1C(=O)CC(c1ccc(N(C)C)cc1)C2 (stereo unspecified) | 0 | 5% | 0% | / | -2 | -6% | -1.2 | -0.5 | -27%
CCCOc1ccc(N2CC(C(=O)Nc3ccccn3)CC2=O)cc1 (stereo unspecified) | / | 3% | 0% | / | 6 | -3% | / | / | -6%
CCc1ccc(NC(=S)N2CCCCCCC2)cc1 | -3 | 24%[57.1 µM] | 11% | -14 | 12 | -14%[57.1 µM] | 0.4 | 0.9 | -25%
NS(=O)(=O)c1cccc(NC(=O)CSc2ncc(C(F)(F)F)cc2Cl)c1 | 0 | -15% | -1% | -1 | -9 | -19% | -0.2 | -1.4 | -3%
CC(CCC(=O)O)(c1ccc(O)cc1)c1ccc(O)cc1 | 2 | 11% | 13% | 0 | 2 | 8% | 0.8 | 0.1 | -10%
CCOc1cc(Br)c(Br)c(C=Nc2ccc(NC(C)=O)cc2)c1O | 13 | -10% | 1% | -3 | -4 | -7% | 0.4 | -0.3 | -9%
O=C(NCC1CCCO1)c1c[nH]c2ccc(S(=O)(=O)Nc3cccc(C(F)(F)F)c3)cc2c1=O (stereo unspecified) | -6 | 17%[57.1 µM] | 1% | / | -2 | 7%[57.1 µM] | 0.2 | 0.3 | 3%
Cc1cc(Cl)cc2c(N=Nc3ccccc3C(=O)O)c(O)[nH]c12 | 2 | 8% | 6% | 21 | 1 | -5% | 1.0 | 2.5 | ?
Cc1cccn2c(=O)c(C=O)c(Nc3ccccc3)nc12 | 3 | 35% | 2% | -14 | 0 | 9% | -0.2 | -0.1 | -24%
CCn1c(SC/C=C/c2ccccc2)nnc1-c1cnccn1 | -1 | -15% | 3% | 8 | 2 | -5% | -0.3 | -1.3 | -12%
Cc1ccc(N2CCN(C(=O)c3cccs3)CC2)cc1C | 0 | -14%[57.1 µM] | -1% | 10 | 7 | 5%[57.1 µM] | 0.1 | 0.5 | -6%
O=C1COc2ccc(C(=O)COC(=O)CCSc3ccc(Cl)cc3)cc2N1 | 5 | 7% | -3% | 11 | -4 | 6%[57.1 µM] | 0.5 | -0.4 | 6%
CC12CN(Cc3ccccc3)CC(C)(CN(Cc3ccccc3)C1)C2=NO | -3 | 4% | 5% | 1 | 3 | 12%[57.1 µM] | -1.1 | -0.3 | -5%
O=C(CS(=O)(=O)Cc1ccccc1)Nc1ccccn1 | -8 | 6% | 6% | 9 | -1 | 5% | -0.4 | -0.3 | -21%
CCC(Sc1ncccc1C(=O)OCCN1CCCC1=O)C(=O)NCc1ccco1 (stereo unspecified) | -3 | ? | -4% | 3 | 1 | 1% | -1.5 | -1.5 | 0%
Cn1c(CO)cnc1SCc1c(Cl)cccc1Cl | 15 | 0%[57.1 µM] | 7% | 10 | -4 | 3%[57.1 µM] | -0.6 | 0.1 | -12%
Cc1sc2ncnc(SCc3ccco3)c2c1C | 1 | -15% | 3% | -6 | 7 | -8% | 0.3 | -0.5 | -18%
COc1cc(C)ccc1OCCCOc1ccccc1Br | 3 | -20% | 0% | / | 2 | -4% | 1.2 | / | -23%
Cc1cccc(NC(=O)CSc2nc(C3CCCC3)nc3c2c(=O)n(C)c(=O)n3C)c1C | -2 | 1%[57.1 µM] | / | / | -5 | -5%[57.1 µM] | -0.1 | 0.0 | -18%
Cc1csc(NC(=O)CCCC(=O)c2ccccc2)n1 | -2 | 11%[57.1 µM] | 7% | -6 | 3 | -19%[57.1 µM] | -0.1 | 0.2 | -20%
Oc1ccccc1CN1CCN(C(c2ccccc2)c2ccccc2)CC1 | -4 | 6%[2.29 µM] | -7% | 14 | 3 | -9% | -0.2 | -0.9 | 2%
COC(=O)CCNc1ccc2c(c1)OCCO2 | -4 | 21% | 6% | 1 | -4 | 10% | 0.3 | 0.3 | -2%

The final 2 compounds of the section above open the next one:
SMILES | TRHR PAM | TrxR1 inh | IDH1 R132H inh | D2 antag | PI4K2A block | TrxR1 substrate | TRHR agonist | D2 ag | USP1-UAF1 inh
Oc1ccccc1CN1CCN(C(c2ccccc2)c2ccccc2)CC1 | -4 | 6%[2.29 µM] | -7% | 14 | 3 | -9% | -0.2 | -0.9 | 2%
COC(=O)CCNc1ccc2c(c1)OCCO2 | -4 | 21% | 6% | 1 | -4 | 10% | 0.3 | 0.3 | -2%
O=C(CN1CCN(Cc2ccccc2)CC1)c1ccccc1 | -1 | ? | 5% | -17 | 1 | -8% | -0.3 | 13 | -6%
C[C@@H](NC(=O)OC(C)(C)C)C(=O)NCC1CCC(C(=O)N[C@@H](Cc2ccccc2)C(=O)O)CC1 (stereo partly specified) | 3 | 22% | -1% | -20 | 2 | 1% | 0.0 | 0.7 | -15%
Cc1ccc(C)c(NC(=O)CSc2nnc(CCCCCNC(=O)OC(C)(C)C)o2)c1 | 13 | 13% | 6% | -26 | 1 | 10% | -1.2 | 0.9 | -13%
Clc1ccc(-n2nnnc2-c2cnc3ccc(Cl)cc3c2-c2ccccc2)cc1 | 3 | 19% | -8% | -9 | 3 | 0% | 0.3 | 0.8 | -26%
Cc1ccc(-n2c(SCC3CCCCO3)nnc2-c2ccco2)cc1 (stereo unspecified) | -3 | -9% | 4% | -4 | -4 | 0% | -1.1 | 0.3 | -9%
CCn1ccnc1CN(C)Cc1nc(-c2ccc(C(=O)OC)cc2)no1 | -2 | 20% | 5% | 4 | -7 | 8% | -0.4 | 0.3 | -25%
Brc1ccc(-c2ccc(/C=N/Nc3nc4ccccc4[nH]3)o2)cc1 | 0 | 18% | -4% | 7 | -10 | 0% | 1.0 | 0.0 | -17%
CCOC(=O)c1c(C)n(C)c2cc(Br)c(O)c(O)c12 | 8 | -8% | -6% | 25 | 3 | -7% | -0.1 | -0.5 | -27%
COc1ccc(S(=O)(=O)N2CCCc3ccccc32)cc1OC | -2 | 6% | 8% | 14 | -1 | 7% | 0.5 | 1.6 | -13%
Cc1ccc(S(=O)(=O)N(C)CC(=O)NCC(c2ccco2)N(C)C)cc1 (stereo unspecified) | -4 | 10% | 0% | 17 | 1 | -1% | 0.0 | -0.2 | -14%
O=C(/C=C/c1cccc([N+](=O)[O-])c1)NCCSCc1cccc(Cl)c1 | -2 | -7% | 4% | 7 | -1 | -11% | -0.1 | -0.6 | -7%
CCN1CCN(C(=O)c2cc3sccc3n2CC(=O)c2ccccc2)CC1 | -1 | 1%[57.1 µM] | 7% | 11 | -12 | 5%[57.1 µM] | 0.2 | 0.4 | -10%
O=C(NC1CCCC1)c1ccc2c(=O)n(Cc3ccccc3)c(SCc3cccc([N+](=O)[O-])c3)nc2c1 | -2 | 6%[57.1 µM] | 9% | / | -1 | -3%[57.1 µM] | 0.6 | -0.9 | -6%
C=CCn1nnnc1SCC(=O)Nc1cccc(OC)c1 | -2 | 12%[57.1 µM] | -2% | -3 | 1 | 9%[57.1 µM] | -0.2 | -1.3 | -14%
COC(=O)Nc1ccccc1C(=O)N1CCCCC1 | 5 | -7% | 5% | 6 | 3 | -5% | -1.7 | -1.6 | -7%
CC(C)c1ccc(NC(=S)Nc2ccc3cn[nH]c3c2)cc1 | -1 | 6%[57.1 µM] | 16% | -1 | 0 | -12%[57.1 µM] | -1.4 | -0.5 | -10%
CC(C)[C@H](NC(=O)N1CCn2c1nc1ccccc12)C(=O)NC1CCCCC1 | 4 | 5%[57.1 µM] | -8% | -4 | 2 | 6%[57.1 µM] | 0.9 | 0.1 | 1%
O=C(c1ccc(Br)cc1)c1cc([N+](=O)[O-])ccc1N1CCCCC1 | 0 | -14% | 5% | 13 | 2 | -11% | 0.4 | 1.2 | -17%

In the list so far, six have bromine.
SMILES | TRHR PAM | TrxR1 inh | IDH1 R132H inh | D2 antag | PI4K2A block | TrxR1 substrate | TRHR agonist | D2 ag | USP1-UAF1 inh
COc1cc(C(=O)NCCOc2ccccc2C)c(Br)c(OC)c1OC | -3 | 5% | 8% | -16 | -6 | -1% | 0.3 | -0.2 | -23%
CCOc1cc(Br)c(Br)c(C=Nc2ccc(NC(C)=O)cc2)c1O | 13 | -10% | 1% | -3 | -4 | -7% | 0.4 | -0.3 | -9%
COc1cc(C)ccc1OCCCOc1ccccc1Br | 3 | -20% | 0% | / | 2 | -4% | 1.2 | / | -23%
Brc1ccc(-c2ccc(/C=N/Nc3nc4ccccc4[nH]3)o2)cc1 | 0 | 18% | -4% | 7 | -10 | 0% | 1.0 | 0.0 | -17%
CCOC(=O)c1c(C)n(C)c2cc(Br)c(O)c(O)c12 | 8 | -8% | -6% | 25 | 3 | -7% | -0.1 | -0.5 | -27%
O=C(c1ccc(Br)cc1)c1cc([N+](=O)[O-])ccc1N1CCCCC1 | 0 | -14% | 5% | 13 | 2 | -11% | 0.4 | 1.2 | -17%
